# Keap1 Nrf2 FP: disrupts human Keap1 binding to Nrf2 peptide; Q14145; Keap1 Kelch-Nrf2 peptide fluorescence polarization, 1536-well; inhibition, % at 9.4 µM; hit rate 0.15% among 340,000; in the data active = inhibition above about 12%;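 note: human Keap1 Kelch domain with fluorescein labeled Nrf2 9mer peptide probe; 0% = neutral control wells and 100% = peptide positive control; higher means more block of Keap1 binding to Nrf2 peptide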
# CAL PDZ FP-1: CAL PDZ (human) peptide binding inhibition | purified CAL PDZ, TMR-peptide fluorescence polarization, 1 h | inhibition, % at 24.9 µM | hit rate 0.92% among 300,000 | AID 602252;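 active = mean inhibition of at least 30% with at least half of replicates also reaching 30%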;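 note: 0% = DMSO neutral control and 100% = excess unlabeled competitor peptide PRC23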
# CAL PDZ FP-2: inhibitors of human CAL PDZ peptide binding | Q9HD26 | purified CAL PDZ, TMR-peptide fluorescence polarization, 1 h | inhibition, % at 20 µM | hit rate 0.02% among 330,000 | AID 504414;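 active = highest replicate inhibition of at least 40%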;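 note: plate controls were DMSO neutral control wells for no effect and unlabeled competitor peptide control wells for full effect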
#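 Test system: purified CerCALP PDZ construct; Compound dosing: one concentration, 20 µM compound; Also added: TMR-labelled reporter peptide T*-PRC34 bound in PDZ groove; Read-out: inhibition from polarization loss; Controls: unlabelled peptide and DMSO controls; Signal: FP readout, S and P plane fluorescence; Incubation: 1 h at RT.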
# Cardiac RTF inh: cardiac RTF calcium desensitization; P19429+P45379; IANBD-labeled cardiac RTF, Ca2+ fluorescence; inhibition, % at 7.15 µM; hit rate 0.12% among 340,000; AID 493244;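 active = inhibition above the mean inhibition of all tested compounds plus 3 SD, cut at about 17% in these data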;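 note: assay run at fixed EC70 calcium of 1.6 mM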
# SR-BI DiI-HDL act: activators of SR-BI mediated HDL lipid uptake; CHO ldlA[mSR-BI] cells, DiI-HDL uptake fluorescence, 3 h; 100 = double the neutral-control signal; hit rate 0.096% among 320,000; AID 504775; activation, % at 12.5 µM;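 active = mean replicate activation of at least 60% and every replicate at or above 60%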;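 note: 0% = median plate neutral-control signal and 100% = twice that signal; values of inactives mirror those of a sister screen read the other way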
#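 Material: SR-BI-overexpressing, LDLR-lacking CHO cells; schedule: compound exposure 3 h, 37 °C; reagent: DiI-labelled HDL at 10 µg/mL final; technique: bottom-read fluorescence, 550/595 nm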
# PKA-R2B activ: activators of human PKA-R2B complex. PKA-R2B holoenzyme dissociation, Cy5-IP20 fluorescence polarization; R2B truncated from residue 108, S112A mutant; 0% DMSO only, 100% 113 µM cGMP. P22694+P31323. activation, % at 11.4 µM. hit rate 0.079% among 340,000;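 active = activation above a cutoff set at the mean over all compounds plus 3 SD, cut at about 18% in these data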;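 note: higher means more holoenzyme dissociation and a rise in polarization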
# Target sequence (P31323 whole entry, looked up, other chains not shown, the tested form may be a part): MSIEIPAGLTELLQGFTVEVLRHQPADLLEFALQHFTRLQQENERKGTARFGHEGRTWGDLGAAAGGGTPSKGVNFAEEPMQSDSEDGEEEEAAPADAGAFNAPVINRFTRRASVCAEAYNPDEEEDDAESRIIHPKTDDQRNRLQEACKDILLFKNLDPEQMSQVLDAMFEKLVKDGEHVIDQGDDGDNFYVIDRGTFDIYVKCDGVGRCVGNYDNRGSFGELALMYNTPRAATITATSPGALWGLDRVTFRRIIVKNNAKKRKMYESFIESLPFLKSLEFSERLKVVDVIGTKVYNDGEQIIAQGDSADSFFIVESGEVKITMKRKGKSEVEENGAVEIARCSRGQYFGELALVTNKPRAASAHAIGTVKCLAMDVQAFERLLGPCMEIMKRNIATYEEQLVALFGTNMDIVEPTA
# LANA DNA inh: KSHV C-LANA DNA binding inhibition | MBP-C-LANA/FAM-LBS DNA binding, fluorescence polarization | inhibition, % at 9 µM | hit rate 0.078% among 340,000;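 active = highest replicate inhibition at or above 60% at 9 µM, even if other replicates fall short; inactive = all replicates below 60% inhibition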;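 note: 0% = neutral control wells and 100% = 4 µM acridine orange control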
# Rtt109 Vps75: inhibitors of Candida albicans Rtt109/Vps75 histone acetyltransferase. inhibition, % at 34.9 µM. Q5AAJ8. hit rate 0.16% among 330,000. purified Rtt109/Vps75, ThioGlo CoA-SH fluorescence, 4 h;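 active = inhibition of at least 50% in every replicate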
# Target sequence (Q5AAJ8 whole entry, looked up): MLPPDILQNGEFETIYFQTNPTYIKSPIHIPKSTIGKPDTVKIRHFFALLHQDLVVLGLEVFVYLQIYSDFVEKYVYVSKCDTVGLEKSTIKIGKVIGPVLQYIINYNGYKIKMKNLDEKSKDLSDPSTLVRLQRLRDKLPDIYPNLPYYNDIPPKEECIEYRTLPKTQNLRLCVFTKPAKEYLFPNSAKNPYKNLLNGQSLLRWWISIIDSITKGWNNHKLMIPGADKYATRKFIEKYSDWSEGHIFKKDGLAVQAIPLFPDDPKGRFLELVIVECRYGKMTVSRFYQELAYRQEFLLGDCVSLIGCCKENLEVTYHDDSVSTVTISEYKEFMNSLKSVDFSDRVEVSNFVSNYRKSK
# DAGLB inh: blocks human DAGLB lipase activity; Q8NCG7; HEK293T DAGLB membrane lysate, EnzChek fluorogenic substrate; inhibition, % at 5.17 µM; hit rate 0.059% among 340,000; AID 504411; in the data active = inhibition above about 34%;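 note: 0% = enzyme with vehicle and 100% = wells lacking enzyme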
# cardiac RTF act: cardiac RTF calcium sensitization | activation, % at 7.2 µM | P19429+P45379 | hit rate 0.24% among 340,000 | IANBD-labeled TnC RTF fluorescence at EC20 calcium; 0% EC20 calcium, 100% full calcium;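 active = activation above the mean over all tested compounds plus 3 SD, cut at about 30% in these data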;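 note: rise in fluorescence read as greater calcium sensitivity of cardiac thin filaments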
# Active calls of the source: *; nt = not tested or not shown.
SMILES,Keap1 Nrf2 FP,CAL PDZ FP-1,CAL PDZ FP-2,Cardiac RTF inh,SR-BI DiI-HDL act,PKA-R2B activ,LANA DNA inh,Rtt109 Vps75,DAGLB inh,cardiac RTF act
O=C(NCc1ccco1)c1cccc(S(=O)(=O)N2CCCC2)c1,-2,-4,-2.4,-2,nt,-1,-0.3,-4,-1,-2
COc1ccc(OC)c(S(=O)(=O)N2CCCC(C(=O)NCc3ccccn3)C2)c1 (centres undefined),-3,-4,-0.9,1,nt,-7,1.3,-4,-1,-2
Cc1ccccc1Nc1c(-c2ccc(N3CCOCC3)cc2)nc2ncccn12,-7,-1,-2.0,1,nt,7,0.6,17,3,-3
COc1ccc(OC)c(NC(=O)c2oc3c(c2C)C(O)CC(C)(C)C3)c1 (centres undefined),0,-2,-2.0,11,nt,-3,-1.3,0,1,0
Cc1cc(C)cc(NC(=O)C(OC(=O)c2cc[n+]([O-])cc2)c2ccccc2)c1 (centres undefined),-3,-8,-0.4,2,1,-7,-0.4,-26,3,-6
O=C(CCC(=O)N1CCN(c2ccc(C(F)(F)F)cn2)CC1)c1cccs1,0,-2,0.7,2,-8,-3,0.5,2,-4,-3
CCCC1NC(C(=O)O)Cc2c1[nH]c1ccccc21 (centres undefined),-3,-4,nt,-10,23,-2,6.0,1,-4,5
COc1ccccc1CCNC(=O)Cn1c(=O)oc2ccccc21,-3,8,-1.8,-6,6,-9,-0.2,-2,0,-2
CCCC(=O)Nc1sc2c(c1C(=O)OC)C(C(=O)OC)CC2 (centres undefined),9,1,nt,-12,-22,0,0.7,-3,-5,6
CCN1CCN(S(=O)(=O)c2ccc(Cl)c(C(=O)N(C)Cc3ccco3)c2)CC1,-3,2,-0.9,-8,11,-11,-0.4,0,0,-4
COc1ccc(Cl)cc1C(=O)NNC(=O)COC(=O)CCN=C1NS(=O)(=O)c2ccccc21,0,-6,-2.1,-19,-27,6,2.3,1,-1,-4
COc1ccccc1NNC(=O)c1cccnc1Oc1ccccc1,-6,-9,1.4,-6,20,-7,1.6,13,3,11
Cc1cc(C)nc(SCc2csc(N)n2)n1,-5,0,-1.1,-3,13,2,-0.4,-3,0,0
COC(=O)c1ccc(COC(=O)C(NC(=O)Cc2ccccc2)C(C)C)cc1 (centres undefined),-4,-3,-2.2,-4,12,-15,0.2,1,-2,-4
O=C(CCCN1C(=O)/C(=C/c2ccco2)SC1=S)Nc1cccc(C(=O)O)c1,0,1,-0.9,-1,nt,-2,60,22,6,-5
Cc1ccc(NC(=O)C(CC(=O)O)C2CCCO2)c(C)c1 (centres undefined),0,-3,-0.8,-1,21,1,-0.2,12,-4,-4
O=C(COC(=O)c1nc(Cl)ccc1Cl)Nc1ccc(Cl)cn1,1,-4,0.4,-10,8,6,-0.1,-2,-2,7
C[C@@H](CN1CCC(Cc2ccccc2)CC1)[C@@H](O)c1ccc(O)cc1,-1,-1,0.1,2,-1,9,0.2,3,2,5
CCN(CC)CCOc1cccc(C(C)C)c1,3,-1,0.0,-3,32,-7,-0.3,1,-1,-5
CCC(C)(C)NC(=O)c1ccc(S(=O)(=O)N2CCCCCC2)cc1,-4,4,-0.6,15,-36,-15,0.5,-10,-5,3
CCN(C(=O)COC(=O)CCOc1ccccc1)c1c(N)n(Cc2ccccc2)c(=O)[nH]c1=O,-3,0,0.3,-2,8,-4,0.9,-4,4,-2
CCOc1cc2c3c(c1)C1(C(=O)N3C(C)(C)C=C2C)C(C#N)=C(N)Oc2cc(O)ccc21 (centres undefined),4,-14,-1.0,5,nt,1,-0.5,0,2,-4
COc1ccc2nc(NC(=O)c3ccccc3[N+](=O)[O-])sc2c1,-3,-1,-1.7,-2,-36,-6,1.6,-2,1,-4
C#CCNC(=O)C1=C[C@H](c2ccc(Br)cc2)C[C@H](OCc2ccc(CO)cc2)O1,-5,-1,0.9,-7,15,-7,0.3,2,-3,4
Cc1ccc(-c2nn(-c3ccccc3)cc2/C=C/C(=O)Nc2nccs2)cc1,3,-3,0.5,1,-65,-6,0.0,-5,-1,-7

# The list goes on:
SMILES,Keap1 Nrf2 FP,CAL PDZ FP-1,CAL PDZ FP-2,Cardiac RTF inh,SR-BI DiI-HDL act,PKA-R2B activ,LANA DNA inh,Rtt109 Vps75,DAGLB inh,cardiac RTF act
CCCCNc1nc2ccccc2n1CC(=O)N1CCc2ccccc2C1,-2,-6,-0.7,-3,-21,4,0.9,-1,-1,3
COc1ccc(-c2[nH]c(-c3ccccc3)nc2SCC(=O)Nc2nccs2)cc1,-3,-6,0.2,-9,-19,12,1.1,-6,2,-3
Cc1ccc(S(=O)(=O)/C(C#N)=C/c2c[nH]c3ccccc23)cc1,3,nt,-1.0,-3,-28,8,0.7,-5,-2,-3
Cc1nn(C(C)C(=O)NCc2ccccc2)c(C)c1[N+](=O)[O-] (centres undefined),-5,-1,-0.9,-5,15,1,-1.8,4,3,4
O=C(NCc1ccccc1)c1ccccc1NC(=O)C1CCCCC1,-7,4,-0.3,-2,nt,-2,-0.3,7,-2,-8
CN1C(N)=NC(=O)/C1=C/c1ccc(OC(F)(F)F)cc1,3,-4,-2.3,-18,-22,10,-0.3,-10,0,-8
CCc1ccc(S(=O)(=O)N(C(=O)c2ccncc2)c2ccc(OC(=O)c3ccncc3)cc2)cc1,-3,-5,-0.5,-4,15,2,3.0,5,2,4
COc1ccc(/C=C2/C(=O)N(c3ccccc3)N=C2C)cc1OC,-3,1,1.0,-10,-8,-4,0.6,-5,2,1
CSc1nc2ccc(NC(=O)C3CC(=O)N(Cc4ccccc4)C3)cc2s1 (centres undefined),-3,-3,-2.9,-4,-16,0,-1.1,12,4,5
COC(=O)c1[nH]c2ccccc2c1NC(=O)CN1CCN(C(=O)c2ccco2)CC1,0,-1,-1.3,-1,2,-11,-0.5,2,3,0
COc1cc(C(=O)Nc2ccc3c(c2)C(=O)c2ccccc2C3=O)cc(OC)c1OC,-4,nt,-1.0,-2,40,8,0.3,10,-2,11
Cc1ccc2c(c1)N(CC(=O)N1CCCCC1)C(=O)C(C)O2 (centres undefined),-1,23,-2.3,-13,nt,-3,0.2,-4,-1,-4
Nn1c(SC/C=C/c2ccccc2)nnc1-c1ccncc1,-7,14,-0.6,-2,16,-2,3.9,-11,3,0
O=C(COC(=O)c1ccccc1-n1cnnn1)c1ccccc1,0,-3,-2.4,-3,-14,-7,1.3,-8,1,6
O=C(NCc1ccncc1)C1CCN(S(=O)(=O)c2cc(Cl)ccc2Cl)CC1,0,2,-1.7,0,-8,-5,0.9,-17,0,0
O=C(c1cn(-c2ccccc2)nc1-c1ccc(F)cc1)N1CCOCC1,0,-3,-0.4,-1,-23,5,1.1,2,0,-1
CCC(C)Nc1nnc(SCC(=O)c2c(N)n(C3CC3)c(=O)[nH]c2=O)s1 (centres undefined),0,-2,-0.8,-8,16,5,3.3,-1,2,7
Nn1c(-c2ccco2)n[nH]c1=S,-5,-8,-0.7,-14,6,-13,-0.5,0,-3,-4
CC(C)C(NS(=O)(=O)c1ccc2c(c1)C(C)(C)C(=O)N2C)C(=O)NCc1ccccc1Cl (centres undefined),0,nt,-1.0,1,-31,-5,-0.4,-1,0,-4
COc1cccc(CNC(=O)C2CCCN(S(=O)(=O)c3cccc4nonc34)C2)c1 (centres undefined),-3,2,-0.3,-5,-5,3,3.0,1,1,2
COc1cc(OC)cc(OC(=O)c2ccc3c(=O)n4c(nc3c2)CCC4)c1,1,-3,-4.4,-10,-12,3,0.8,0,-3,0
CC(C)C1NC(=S)N(C2CCCCC2)C1=O (centres undefined),-5,-1,-0.9,-16,-8,-7,0.6,5,-4,5
O=c1oc(-c2ccccc2[N+](=O)[O-])nc2ccccc12,-4,-4,0.3,3,11,-1,0.1,9,-2,-2
Cc1cc(C(=O)NC(Cc2c[nH]c3ccccc23)C(=O)O)c(C)o1 (centres undefined),-2,nt,0.4,-9,-1,1,-2.5,4,3,3
COC(=O)c1sc(NC(=O)c2c(C)noc2C)nc1C,3,-4,0.2,1,-5,-5,-0.6,-1,-2,-5

# Arranged by value in DAGLB inh (largest number first): five of the compounds above.
structure | DAGLB inh
Cc1nn(C(C)C(=O)NCc2ccccc2)c(C)c1[N+](=O)[O-] (centres undefined) | 3
CCc1ccc(S(=O)(=O)N(C(=O)c2ccncc2)c2ccc(OC(=O)c3ccncc3)cc2)cc1 | 2
COc1cccc(CNC(=O)C2CCCN(S(=O)(=O)c3cccc4nonc34)C2)c1 (centres undefined) | 1
COC(=O)c1sc(NC(=O)c2c(C)noc2C)nc1C | -2
Nn1c(-c2ccco2)n[nH]c1=S | -3

# Back to the main list; the 2 compounds before the break are reprinted first.
SMILES,Keap1 Nrf2 FP,CAL PDZ FP-1,CAL PDZ FP-2,Cardiac RTF inh,SR-BI DiI-HDL act,PKA-R2B activ,LANA DNA inh,Rtt109 Vps75,DAGLB inh,cardiac RTF act
Cc1cc(C(=O)NC(Cc2c[nH]c3ccccc23)C(=O)O)c(C)o1 (centres undefined),-2,nt,0.4,-9,-1,1,-2.5,4,3,3
COC(=O)c1sc(NC(=O)c2c(C)noc2C)nc1C,3,-4,0.2,1,-5,-5,-0.6,-1,-2,-5
CCOc1ccccc1NC(=O)COC(=O)c1c[nH]c2ccccc12,nt,-1,-0.5,-1,-17,-14,nt,nt,-2,7
Cc1cc(C)c(C)c(S(=O)(=O)N2CCN(C(=O)C3CSC4(C)CCC(=O)N34)CC2)c1C (centres undefined),0,-9,-2.2,-22,-51,-9,-0.5,0,1,-4
N#Cc1c(NC(=O)c2ccc([N+](=O)[O-])o2)sc2c1CCC2,-4,-2,-0.9,-7,-2,-4,2.9,1,15,-3
O=C(CSc1ncnc2scc(-c3ccc(Cl)cc3)c12)NCc1ccc2c(c1)OCO2,-5,-1,-1.6,2,nt,5,-0.7,-5,-2,1
CC(=O)N1C[C@H]2CON(C)[C@H]2C[C@H]1c1cccc(-c2ccccc2C)c1,-4,-3,-2.9,-3,-15,3,1.5,-5,2,-6
CCOc1ccc(S(=O)(=O)N2CCC(C(=O)NCc3ccncc3)CC2)cc1Cl,0,-1,-2.3,-13,nt,2,2.3,2,2,-1
O=c1cc(CO)oc(CN2CCN(CCO)CC2)c1O,-1,-1,0.9,-2,10,-6,1.0,1,-1,0
CCc1ccc(N/C(SCc2cccc(F)c2)=C(/C#N)C(=O)NCc2ccco2)cc1,1,-4,nt,-1,-20,-2,0.0,4,-9,-2
Clc1cccc(OCc2nc(-c3ccncc3)n[nH]2)c1,4,8,-4.2,-11,-8,6,-1.3,-11,1,1
Cc1ccccc1OCC(=O)OCC(=O)N1CCCc2ccccc21,-2,-1,-0.8,-3,7,0,0.6,2,-3,-3
OC(CNC1CCCC1)COCCOc1ccc(Br)cc1 (centres undefined),2,nt,-1.6,-4,nt,-2,-2.1,-8,1,-3
CCOC(=O)c1c(C)[nH]c(C)c1C(=O)COC(=O)/C=C/c1cccc(Cl)c1,0,-4,-2.1,3,8,-14,-1.0,-6,0,-12

# From PubChem BioAssay

# Outcome played no part in choosing rows; any-hit rate near 1.6%.
